HT1080 cytotoxicity: HT1080 cell viability loss – fluorescence readout (AID 620) | HT1080 viability, fluorescence; higher % means a stronger effect | cytotoxicity, % at 10 µM; hits with a dose series show EC50 in µM | hit rate 0.42% among 87,000; in the data active = cytotoxicity above about 50%;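 note: cells exposed to compound overnight then 4 h with Alamar Blue; 0% = vehicle DMSO and 100% = killing control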
LYP phosphatase: inhibition of human PTPN22 tyrosine phosphatase – biochemical, DiFMUP fluorescence, recombinant catalytic domain, 10 µM, primary screen (AID 606); recombinant LYP catalytic domain, DiFMUP fluorescence; higher % means a stronger effect; one-dose inhibition, % at 10 µM; IC50 in µM for titrated hits; 52,000 tested, under 10 active;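 active = IC50 under 40 µM in the dose-response test; inactive = IC50 of 40 µM or more, or never dose-tested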
* hit, by the source's call; · = no result given.

#1 CC(N)Cc1c[nH]c2ccc(Cl)cc12 (centres undefined)
  HT1080 cytotoxicity = -21%; LYP phosphatase = ·

#2 O=C(c1ccccc1)c1cn(CC(=O)N2CCCc3ccccc32)c2ccccc12
  HT1080 cytotoxicity = -16%; LYP phosphatase = ·

#3 COC(=NC1CCCCC1)C(O)c1c[nH]c2ccccc12 (centres undefined)
  HT1080 cytotoxicity = -6%; LYP phosphatase = ·

#4 O=C1NC(=O)C(=Cc2cn(CCOc3ccc4c(c3)OCO4)c3ccccc23)C(=O)N1
  HT1080 cytotoxicity = 12%; LYP phosphatase = ·

#5 CCOC(=O)C(O)(c1ccc(N(CC)S(=O)(=O)c2ccc(C)cc2)cc1)C(F)(F)F (centres undefined)
  HT1080 cytotoxicity = -12%; LYP phosphatase = ·

#6 CCOc1ccc(-n2c(O)c(C=NCCCn3ccnc3)c(=O)[nH]c2=O)cc1
  HT1080 cytotoxicity = -13%; LYP phosphatase = ·

#7 CN1CCN(Cc2ccc(Br)s2)CC1
  HT1080 cytotoxicity = 1%; LYP phosphatase = ·

#8 CC1CN(O)C2CCc3c(no[n+]3[O-])C12O (centres undefined)
  HT1080 cytotoxicity = -6%; LYP phosphatase = ·

#9 c1ccc2c(CNC3CCCCC3)c[nH]c2c1
  HT1080 cytotoxicity = 1%; LYP phosphatase = ·

#10 CCC(C)NS(=O)(=O)c1ccc(OCC(=O)N2CCN(CC)CC2)cc1 (centres undefined)
  HT1080 cytotoxicity = -1%; LYP phosphatase = ·

#11 CN(C)CCCN=Cc1c(O)n(CCc2ccc(F)cc2)c(=O)[nH]c1=O
  HT1080 cytotoxicity = -11%; LYP phosphatase = ·

#12 Cc1cc(C)nc(NC2=NCCS2)n1
  HT1080 cytotoxicity = 0%; LYP phosphatase = ·

#13 CCc1c(C)nc(N)nc1N1N=C1SCC(N)=O
  HT1080 cytotoxicity = 1%; LYP phosphatase = ·

#14 CN(CC(=O)Nc1ccccc1-c1ccccc1)C1CCCCC1
  HT1080 cytotoxicity = -48%; LYP phosphatase = ·

#15 O=C(C1CC(=O)N(C2CCCCCCC2)C1)N1CCC2(CC1)OCCO2 (centres undefined)
  HT1080 cytotoxicity = 16%; LYP phosphatase = ·

Retrieved one by one from the entries so far (5):
#12 Cc1cc(C)nc(NC2=NCCS2)n1
  HT1080 cytotoxicity = 0%; LYP phosphatase = ·

#5 CCOC(=O)C(O)(c1ccc(N(CC)S(=O)(=O)c2ccc(C)cc2)cc1)C(F)(F)F (centres undefined)
  HT1080 cytotoxicity = -12%; LYP phosphatase = ·

#10 CCC(C)NS(=O)(=O)c1ccc(OCC(=O)N2CCN(CC)CC2)cc1 (centres undefined)
  HT1080 cytotoxicity = -1%; LYP phosphatase = ·

#3 COC(=NC1CCCCC1)C(O)c1c[nH]c2ccccc12 (centres undefined)
  HT1080 cytotoxicity = -6%; LYP phosphatase = ·

#15 O=C(C1CC(=O)N(C2CCCCCCC2)C1)N1CCC2(CC1)OCCO2 (centres undefined)
  HT1080 cytotoxicity = 16%; LYP phosphatase = ·

Later entries:
#16 COC(=O)c1ccc(-n2c(C)nc3ccccc3c2=O)cc1
  HT1080 cytotoxicity = 9%; LYP phosphatase = ·

#17 CCn1cc(C(=O)N2CCC3(CC2)OCCO3)c(=O)c2cc(S(=O)(=O)N3CCCC3)ccc21
  HT1080 cytotoxicity = -2%; LYP phosphatase = ·

#18 CCOC(=O)c1c(C)n(Cc2ccccc2)c2ccc(OCC(O)Cn3nc(C)cc3C)cc12 (centres undefined)
  HT1080 cytotoxicity = 6%; LYP phosphatase = ·

#19 CCSc1nnc([C@@H](N)Cc2ccccc2)o1
  HT1080 cytotoxicity = 0%; LYP phosphatase = ·

#20 COC(=O)[C@@H]1C[C@@]1(C)[C@@H](NP(=O)(c1ccccc1)c1ccccc1)c1ccccc1
  HT1080 cytotoxicity = -11%; LYP phosphatase = ·

#21 CC(C)Sc1nnc([C@@H](N)Cc2ccccc2)o1
  HT1080 cytotoxicity = -3%; LYP phosphatase = ·

#22 O=c1[nH]c(=S)n(CCC2=CCCCC2)c(O)c1C=NCc1cccnc1
  HT1080 cytotoxicity = -3%; LYP phosphatase = ·

#23 CN1C2CCC1CC(OC(=O)c1cc(Cl)cc(Cl)c1)C2 (centres undefined)
  HT1080 cytotoxicity = -6%; LYP phosphatase = ·

#24 CCN1CCN(c2ccc(NC(=O)C(C)C)cc2Cl)CC1
  HT1080 cytotoxicity = -1%; LYP phosphatase = ·

#25 N#Cc1cc2c(nc1SCC(=O)Nc1cc(Cl)ccc1Cl)C1CCN2CC1
  HT1080 cytotoxicity = -15%; LYP phosphatase = ·

#26 CCOC(=O)Cn1cc(C(=O)c2ccccc2F)c2ccccc21
  HT1080 cytotoxicity = 5%; LYP phosphatase = ·

#27 Oc1c(Br)cc(Br)cc1CN1CCN(Cc2ccccc2)CC1
  HT1080 cytotoxicity = 5%; LYP phosphatase = ·

#28 Nc1c(C(=O)NCCCc2ccccc2)c2nc3ccccc3nc2n1Cc1cccs1
  HT1080 cytotoxicity = -10%; LYP phosphatase = ·

#29 COc1ccc(N2C(=O)NC(=O)C(CCc3ccncc3)(CCc3ccncc3)C2=O)cc1
  HT1080 cytotoxicity = -14%; LYP phosphatase = ·

#30 COc1cc(Cn2c(N)c(C(=O)NCc3ccco3)c3nc4ccccc4nc32)cc(OC)c1OC
  HT1080 cytotoxicity = 5%; LYP phosphatase = ·

Part of the list above in order of formula weight, smallest number first.
#21 CC(C)Sc1nnc([C@@H](N)Cc2ccccc2)o1
  HT1080 cytotoxicity = -3%; LYP phosphatase = ·

#26 CCOC(=O)Cn1cc(C(=O)c2ccccc2F)c2ccccc21
  HT1080 cytotoxicity = 5%; LYP phosphatase = ·

#20 COC(=O)[C@@H]1C[C@@]1(C)[C@@H](NP(=O)(c1ccccc1)c1ccccc1)c1ccccc1
  HT1080 cytotoxicity = -11%; LYP phosphatase = ·

#27 Oc1c(Br)cc(Br)cc1CN1CCN(Cc2ccccc2)CC1
  HT1080 cytotoxicity = 5%; LYP phosphatase = ·

#30 COc1cc(Cn2c(N)c(C(=O)NCc3ccco3)c3nc4ccccc4nc32)cc(OC)c1OC
  HT1080 cytotoxicity = 5%; LYP phosphatase = ·

Going on with the list:
#31 CCCCN1C(=O)C(C2c3ccccc3C(=O)N2Cc2ccccc2)C(=O)NC1=S (centres undefined)
  HT1080 cytotoxicity = -12%; LYP phosphatase = ·

#32 COc1ccc(OC(=O)N(C)C)c(CN(C)C)c1
  HT1080 cytotoxicity = 30%; LYP phosphatase = ·

#33 CCOC(=O)c1c(NC(=O)C(c2ccccc2)c2ccccc2)sc2c1C1CCN2CC1
  HT1080 cytotoxicity = -22%; LYP phosphatase = ·

#34 CC(C)Oc1ccc(C2C(C#N)=C(N)Oc3c2c(=O)oc2ccccc32)cc1 (centres undefined)
  HT1080 cytotoxicity = -4%; LYP phosphatase = ·

#35 CC(=O)OC1C2CCC1C(N1CCCC1)CC2 (centres undefined)
  HT1080 cytotoxicity = -11%; LYP phosphatase = ·

#36 Fc1ccc(C2=CCN(C(c3cccs3)c3nnnn3CCc3ccccc3)CC2)cc1 (centres undefined)
  HT1080 cytotoxicity = -7%; LYP phosphatase = ·

#37 O=S(=O)(c1ccccc1)N1CCCCC1c1cccnc1 (centres undefined)
  HT1080 cytotoxicity = 4%; LYP phosphatase = ·

#38 O=c1[nH]c(CN2CCNCC2)nc2ccccc12
  HT1080 cytotoxicity = -5%; LYP phosphatase = ·

#39 Cn1c2ccccc2c2cnn(CC(=O)N3CCC4(CC3)OCCO4)c(=O)c21
  HT1080 cytotoxicity = -11%; LYP phosphatase = ·

#40 Cc1nn(Cc2ccccc2)c(C)c1C(=O)OCC(=O)NCc1ccco1
  HT1080 cytotoxicity = 31%; LYP phosphatase = ·

#41 CCCc1cc2c(n1Cc1ccc(C)cc1)C(C)C1CN(C(=O)c3ccccc3)C(C)(C(=O)OC)C21 (centres undefined)
  HT1080 cytotoxicity = -32%; LYP phosphatase = ·

#42 O=C1NC(=O)C2(Cc3ccccc3N3CCCC32)C(=O)N1 (centres undefined)
  HT1080 cytotoxicity = -14%; LYP phosphatase = ·

#43 CC(C)(C)c1ccc(S(=O)(=O)N2CC3CC(C2)c2cccc(=O)n2C3)cc1 (centres undefined)
  HT1080 cytotoxicity = -14%; LYP phosphatase = ·

#44 Cn1cccc1CNCCc1ccccc1
  HT1080 cytotoxicity = -17%; LYP phosphatase = ·

#45 CC(=O)Nc1cc([As](=O)(O)O)ccc1O
  HT1080 cytotoxicity = -11%; LYP phosphatase = 13%

Assay outcomes from PubChem.

The list is partial, so the mix of outcomes need not match the whole.
